Assay outcomes deposited in PubChem BioAssay by several laboratories.
SUMO HTRF inh: inhibitors of in vitro SUMOylation cascade, primary screen, biochemical, HTRF, uHTS | 0.36% of 290,000 active | HTRF SUMOylation assay, SAE1/SAE2 + UBC9 | inhibition, % at 35 µM | AID 2006, 2009; in the data active means inhibition above about 50%, passing the limit was not always enough; further: strong numbers were not always called active
Target sequence (P63279 whole entry, looked up): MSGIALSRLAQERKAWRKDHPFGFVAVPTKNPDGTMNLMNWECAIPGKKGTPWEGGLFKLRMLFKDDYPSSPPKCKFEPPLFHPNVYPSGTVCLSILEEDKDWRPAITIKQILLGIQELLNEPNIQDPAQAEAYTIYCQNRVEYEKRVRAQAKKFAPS
CRFBP-R2 block: antagonists of CRF-BP/CRF-R2 complex, primary screen, cell-based, HEK293, calcium dye fluorescence, uHTS; CRF-induced calcium fluorescence; inhibition, % at 11.8 µM; 0.59% of 350,000 active;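 active means inhibition of the ligand-induced calcium signal above about 50% at the single tested concentration, limit read from the data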
HCV NS3 hel inh: inhibitors of HCV NS3 helicase, primary screen, biochemical, Cy5 molecular beacon fluorescence; Hepatitis C virus NS3 helicase; NS3 helicase DNA unwinding; inhibition, % at 10.9 µM; 0.56% of 290,000 active; AID 1800, 2009;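 active means inhibition above the mean of all tested compounds plus 3 SD, set per campaign, cut at about 35% in these data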;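 further: 0% = DMSO wells and 100% = thioflavine S control wells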
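System: HCV NS3 helicase fragment; control set: DMSO and thioflavine S; technique: Cy5 fluorescence at 0 and 60 min, beacon hairpin quenching; reagent: beacon DNA duplex substrate plus ATP; replicates: singlicate; schedule: 1 h reaction at 25 °C, ATP-initiated; medium: MOPS buffer pH 6.5 with MgCl2, DTT, Tween20, BSA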
MEKK2 WT-MEK5: modulators of MEK5 binding to wildtype MEKK2, primary screen, biochemical, multiplex bead flow cytometry, Alexa488-MEK5. Alexa488-MEK5 binding to MEKK2 WT; actives lie on both sides. binding response (% of control), % at 10 µM. 1.1% of 290,000 active; in the data active means binding response below about 67% or above about 130%
GalR3 antag: GalR3 antagonists in HEK293 cells, primary screen, cell-based, fluorescence readout; Galanin receptor type 3 (Homo sapiens), O60755; HEK293 GalR3-CNG cAMP membrane potential fluorescence; galR3 body fused to GalR1 C-terminus; inhibition, % at 3 µM; 0.44% of 360,000 active; AID 651719, 2012;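 active means inhibition above the screen-wide average plus 3 SD, cut at about 13% in these data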;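 further: forskolin and galanin both at EC90 stimulate the cells; cAMP rise reported by CNG channel membrane potential dye signal; 0% = forskolin plus galanin with DMSO and 100% = forskolin alone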
Target sequence (O60755 1-299 limits assumed): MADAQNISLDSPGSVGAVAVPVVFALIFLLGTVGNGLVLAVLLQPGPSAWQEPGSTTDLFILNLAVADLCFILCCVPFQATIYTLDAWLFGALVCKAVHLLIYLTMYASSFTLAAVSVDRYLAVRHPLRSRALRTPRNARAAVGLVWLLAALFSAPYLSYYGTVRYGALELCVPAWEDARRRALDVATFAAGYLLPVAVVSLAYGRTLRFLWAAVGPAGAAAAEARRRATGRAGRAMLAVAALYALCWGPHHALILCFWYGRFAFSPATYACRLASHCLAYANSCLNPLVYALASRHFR
FID counter: compounds displacing fluorescent DNA intercalator, primary screen, artefact control for HCV NS3 helicase inhibitor project, biochemical, FID fluorescence. DNA fluorescent intercalator displacement. inhibition, % at 7.9 µM. 0.17% of 290,000 active; in the data active means inhibition above about 37%;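 further: 0% = vehicle and 100% = reference compound; higher means more ethidium bromide displaced from hairpin DNA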
MEKK3 PB1 HTS: modulators of MEKK3-MEK5 PB1 binding, primary screen, biochemical, wildtype MEKK3, multiplex bead flow cytometry, Alexa488-MEK5. 1.4% of 290,000 active. binding response (% of control), % at 10 µM. bead-based flow cytometry, Alexa488-MEK5 binding to MEKK3; actives lie on both sides; 0 = blocked by unlabeled MEK5, 100 = vehicle. Mitogen-activated protein kinase kinase kinase 3 (Homo sapiens), Q99759;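 active means binding response more than 3 SD above or below the average of its plate-row segment, actives on both sides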;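 further: Alexa488 bead fluorescence after subtracting the streptavidin-only scavenger bead signal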
Target sequence (Q99759 whole entry, looked up): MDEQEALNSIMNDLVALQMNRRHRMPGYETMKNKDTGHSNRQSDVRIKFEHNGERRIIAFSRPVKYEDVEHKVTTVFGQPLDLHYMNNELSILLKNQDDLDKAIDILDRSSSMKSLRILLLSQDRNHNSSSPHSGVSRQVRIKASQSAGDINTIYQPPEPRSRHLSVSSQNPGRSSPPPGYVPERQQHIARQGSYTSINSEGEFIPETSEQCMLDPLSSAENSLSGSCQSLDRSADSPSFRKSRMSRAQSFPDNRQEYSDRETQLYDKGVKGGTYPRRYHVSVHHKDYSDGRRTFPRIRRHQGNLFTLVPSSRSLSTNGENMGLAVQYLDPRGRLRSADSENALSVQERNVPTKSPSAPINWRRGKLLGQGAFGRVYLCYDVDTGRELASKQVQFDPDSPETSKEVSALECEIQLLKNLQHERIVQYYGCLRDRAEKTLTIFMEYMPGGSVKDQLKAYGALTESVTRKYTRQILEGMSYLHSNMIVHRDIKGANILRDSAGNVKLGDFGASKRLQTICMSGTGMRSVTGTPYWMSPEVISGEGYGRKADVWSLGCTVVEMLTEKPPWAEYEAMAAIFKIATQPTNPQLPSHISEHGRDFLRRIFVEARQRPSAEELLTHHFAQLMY
MEKK2 mut-MEK5: MEK5 binding signal on mutant MEKK2 PB1, primary screen, biochemical, multiplex bead flow cytometry, Alexa488-MEK5; 0.35% of 290,000 active; percent response, % at 10 µM; Alexa488-MEK5 binding to MEKK2 mutant; in the data active means percent response above about 24%, passing the limit was not always enough; further: inactives centre near 1; some results filed as inactive read as strong as hits
CRFR2-BP ag: agonists of CRF-BP/CRF-R2 complex, primary screen, cell-based, HEK293, calcium dye fluorescence, uHTS; calcium dye fluorescence (FLIPR); percent of saturating CRF peptide response; activation, % at 13.2 µM; 0.46% of 350,000 active; AID 588473, 2011;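 active means activation of at least 50%, plus an integration ratio under a set limit after plate pattern correction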;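 further: plate controls were neutral control wells without compound for no effect and CRF at EC100 for full effect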
* = called active by the depositor. The list is partial. The share of hits here may be higher or lower than overall.

O=C(c1ccc(Cl)cc1)N1CCCCC(Sc2nnc(-c3ccc4c(c3)OCO4)o2)C1=O (stereo unspecified) was read as SUMO HTRF inh -22.8, CRFBP-R2 block -20.7, HCV NS3 hel inh -4.5, GalR3 antag -2.4, FID counter -15.2 and CRFR2-BP ag 3.4.
`O=C(CSCc1ccccc1)NCCc1ccc(F)cc1` gave SUMO HTRF inh 0.4, CRFBP-R2 block 3.0, HCV NS3 hel inh 4.1, MEKK2 WT-MEK5 105.0, GalR3 antag -8.9, FID counter -13.8, MEKK3 PB1 HTS 102.0, MEKK2 mut-MEK5 3.0 and CRFR2-BP ag -0.4.
Screening OCCN1CCOCCOCCN(CCO)CCN(CCO)CC1 returned SUMO HTRF inh 26.9, CRFBP-R2 block 12.1, HCV NS3 hel inh 12.1, MEKK2 WT-MEK5 103.0, GalR3 antag 1.2, FID counter 9.2, MEKK3 PB1 HTS 108.0, MEKK2 mut-MEK5 1.0 and CRFR2-BP ag 0.3.
Screening c1cc(-c2n[nH]c(-c3ccncc3)n2)ccn1 returned CRFBP-R2 block 17.7, HCV NS3 hel inh -5.4, MEKK2 WT-MEK5 107.0, GalR3 antag -2.5, FID counter -2.5, MEKK3 PB1 HTS 103.0, MEKK2 mut-MEK5 3.0 and CRFR2-BP ag 0.3.
CCc1nnc(NC(=O)c2cc(-c3ccco3)nc3ccccc23)s1 was read as SUMO HTRF inh 67.0*, CRFBP-R2 block -30.5, HCV NS3 hel inh 37.6*, MEKK2 WT-MEK5 104.0, GalR3 antag 1.5, FID counter -10.4, MEKK3 PB1 HTS 109.0, MEKK2 mut-MEK5 -1.0 and CRFR2-BP ag 3.1.
Screening O=C(/C=C/NNC(=O)c1ccccc1O)c1ccccc1 returned SUMO HTRF inh -0.1, CRFBP-R2 block -5.4, HCV NS3 hel inh 27.8, MEKK2 WT-MEK5 105.0, GalR3 antag -6.5, FID counter -19.5, MEKK3 PB1 HTS 103.0, MEKK2 mut-MEK5 2.0 and CRFR2-BP ag 0.6.
CCc1c(C)nc2c(-c3ccccc3)c[nH]n2c1=O was read as SUMO HTRF inh 12.6, CRFBP-R2 block 12.1, HCV NS3 hel inh 4.5, MEKK2 WT-MEK5 103.0, GalR3 antag -4.5, FID counter -7.5, MEKK3 PB1 HTS 105.0, MEKK2 mut-MEK5 3.0 and CRFR2-BP ag -1.1.
Screening Cc1ccc(/C=N/N2C(=S)SC(C)(C)C2N(O)C(=O)Nc2ccc([N+](=O)[O-])cc2)cc1 (stereo unspecified) returned SUMO HTRF inh -5.7, CRFBP-R2 block -16.1, HCV NS3 hel inh -4.3, MEKK2 WT-MEK5 111.0, GalR3 antag -1.1, FID counter 6.6, MEKK3 PB1 HTS 106.0, MEKK2 mut-MEK5 5.0 and CRFR2-BP ag 2.0.
`Cc1cccc(NC(=O)CCn2cnnn2)c1` gave SUMO HTRF inh 2.3, CRFBP-R2 block -6.8, HCV NS3 hel inh 6.6, MEKK2 WT-MEK5 82.0, GalR3 antag -5.8, FID counter 0.7, MEKK3 PB1 HTS 96.0, MEKK2 mut-MEK5 -13.0 and CRFR2-BP ag 2.6.
O=C(Nc1cccnc1)c1sc(Nc2ccccc2F)nc1-c1ccccc1 was read as SUMO HTRF inh 3.0, CRFBP-R2 block -25.6, HCV NS3 hel inh -4.0, MEKK2 WT-MEK5 102.0, GalR3 antag -3.5, FID counter -4.0, MEKK3 PB1 HTS 106.0, MEKK2 mut-MEK5 6.0 and CRFR2-BP ag -4.1.
CN(C)CCCN(C(=O)CCc1ccccc1)c1nc2c(F)cccc2s1 was read as SUMO HTRF inh -3.3, CRFBP-R2 block -9.2, HCV NS3 hel inh -81.0, MEKK2 WT-MEK5 118.0, GalR3 antag -5.8, FID counter 34.9, MEKK3 PB1 HTS 98.0, MEKK2 mut-MEK5 -1.0 and CRFR2-BP ag 5.3.
For Cc1ccc(S(=O)(=O)N2CCCOC2CNC(=O)C(=O)NCCc2c[nH]c3ccccc23)cc1 (stereo unspecified) the results were SUMO HTRF inh -6.6, CRFBP-R2 block -58.8, HCV NS3 hel inh -6.0, MEKK2 WT-MEK5 98.0, GalR3 antag -1.4, FID counter -26.3, MEKK3 PB1 HTS 103.0, MEKK2 mut-MEK5 4.0 and CRFR2-BP ag -8.8.
`Cc1cccc(CCNC(=O)CCS(=O)(=O)c2cc3c(cc2Cl)NC(=O)CO3)c1` gave SUMO HTRF inh -0.5, CRFBP-R2 block -0.1, HCV NS3 hel inh 0.0, MEKK2 WT-MEK5 102.0, GalR3 antag -8.7, FID counter -14.6, MEKK3 PB1 HTS 102.0, MEKK2 mut-MEK5 1.0 and CRFR2-BP ag -1.3.
`S=C(NCc1ccco1)Nc1ccccc1Cl` gave SUMO HTRF inh -3.8, CRFBP-R2 block 4.3, HCV NS3 hel inh -2.7, MEKK2 WT-MEK5 93.0, GalR3 antag -5.3, FID counter -5.2, MEKK3 PB1 HTS 96.0, MEKK2 mut-MEK5 -9.0 and CRFR2-BP ag -4.8.
Cc1ccc(S(=O)(=O)N(CC(=O)N2CCCC2)C2CCCCC2)cc1 was read as SUMO HTRF inh 1.6, CRFBP-R2 block -2.3, HCV NS3 hel inh 15.7, MEKK2 WT-MEK5 96.0, GalR3 antag -7.1, FID counter -27.9, MEKK3 PB1 HTS 95.0, MEKK2 mut-MEK5 4.0 and CRFR2-BP ag -1.4.
`CN(CCCC1CCCC1)C(=O)CCc1nnc(-c2ccccc2)o1` gave SUMO HTRF inh -14.8, CRFBP-R2 block 0.9, HCV NS3 hel inh -4.5, MEKK2 WT-MEK5 101.0, GalR3 antag -6.3, FID counter -34.5, MEKK3 PB1 HTS 97.0, MEKK2 mut-MEK5 -5.0 and CRFR2-BP ag -2.8.
Screening Cn1nnc(NCc2cc(Br)ccc2OCc2ccccc2F)n1 returned SUMO HTRF inh -3.3, CRFBP-R2 block 4.9, HCV NS3 hel inh -13.2, MEKK2 WT-MEK5 79.0, GalR3 antag -4.4, FID counter -11.0, MEKK3 PB1 HTS 81.0, MEKK2 mut-MEK5 -18.0 and CRFR2-BP ag 0.2.
Screening CCSc1nc(N)c2c(C)c(C)sc2n1 returned SUMO HTRF inh 6.8, CRFBP-R2 block 3.8, HCV NS3 hel inh -7.4, MEKK2 WT-MEK5 107.0, GalR3 antag -6.4, FID counter -1.5, MEKK3 PB1 HTS 112.0, MEKK2 mut-MEK5 2.0 and CRFR2-BP ag -0.7.
For CCOC(=O)c1c(NC(C)=O)sc2c1C1CCN2CC1 the results were CRFBP-R2 block 0.7, HCV NS3 hel inh 14.8, MEKK2 WT-MEK5 99.0, GalR3 antag -2.4, FID counter -8.0, MEKK3 PB1 HTS 97.0, MEKK2 mut-MEK5 3.0 and CRFR2-BP ag -1.6.
CC(C)Sc1nc(N2CCOCC2)c2c(c1C#N)CC(C)(C)N(C)C2 was read as SUMO HTRF inh 26.3, CRFBP-R2 block 6.3, HCV NS3 hel inh -8.9, MEKK2 WT-MEK5 107.0, GalR3 antag -8.2, FID counter 1.3, MEKK3 PB1 HTS 109.0, MEKK2 mut-MEK5 11.0 and CRFR2-BP ag 27.8.
Screening COc1cccc(-c2nnc(NC(=O)c3ccccc3Br)o2)c1 returned SUMO HTRF inh -14.4, CRFBP-R2 block -9.8, MEKK2 WT-MEK5 98.0, GalR3 antag 0.9, MEKK3 PB1 HTS 88.0, MEKK2 mut-MEK5 0.0 and CRFR2-BP ag 2.2.
Screening COc1ccc(C(c2c(C)[nH]n(-c3ccccc3)c2=O)c2c(C)[nH]n(-c3ccccc3)c2=O)cc1OC returned SUMO HTRF inh 87.0, CRFBP-R2 block 15.8, HCV NS3 hel inh 11.0, MEKK2 WT-MEK5 98.0, GalR3 antag -10.7, FID counter 1.6, MEKK3 PB1 HTS 99.0, MEKK2 mut-MEK5 -1.0 and CRFR2-BP ag 0.8.
`CCOC(=O)C1NN=C(C(=O)c2ccccc2)C1c1ccccc1` (stereo unspecified) gave SUMO HTRF inh -8.7, CRFBP-R2 block 27.2, HCV NS3 hel inh 2.8, MEKK2 WT-MEK5 94.0, GalR3 antag -2.0, FID counter -11.8, MEKK3 PB1 HTS 92.0, MEKK2 mut-MEK5 0.0 and CRFR2-BP ag -2.1.
For CN(CCCNC(=O)C1CCN(S(=O)(=O)N2CCC3(CC2)OCCO3)CC1)Cc1ccccc1 the results were SUMO HTRF inh 15.5, CRFBP-R2 block 7.4, HCV NS3 hel inh 2.9, MEKK2 WT-MEK5 103.0, GalR3 antag -1.6, FID counter 2.6, MEKK3 PB1 HTS 100.0, MEKK2 mut-MEK5 3.0 and CRFR2-BP ag 2.0.
Screening CCOC(=O)Cn1nc(C)n(-c2c(C)cccc2C)c1=O returned SUMO HTRF inh 16.9, CRFBP-R2 block 6.8, HCV NS3 hel inh -13.8, MEKK2 WT-MEK5 105.0, GalR3 antag 6.8, FID counter -6.9, MEKK3 PB1 HTS 85.0, MEKK2 mut-MEK5 2.0 and CRFR2-BP ag -0.8.
For O=C(CN(c1ccccc1)S(=O)(=O)c1ccc(F)cc1)N1CCCCCC1 the results were SUMO HTRF inh 9.1, CRFBP-R2 block -6.7, HCV NS3 hel inh -4.6, MEKK2 WT-MEK5 98.0, GalR3 antag -2.0, FID counter -21.4, MEKK3 PB1 HTS 93.0, MEKK2 mut-MEK5 -10.0 and CRFR2-BP ag -3.4.
`CCCN1CCC(=O)N([C@H](CSc2ccc(C)cc2)c2ccccc2)CC1` gave SUMO HTRF inh 12.3, CRFBP-R2 block -5.2, MEKK2 WT-MEK5 157.0*, GalR3 antag 8.0, MEKK3 PB1 HTS 115.0, MEKK2 mut-MEK5 20.0 and CRFR2-BP ag -0.9.
`CSc1nc2ccc(S(N)(=O)=O)cc2s1` gave SUMO HTRF inh 16.7, CRFBP-R2 block -1.2, HCV NS3 hel inh 10.0, MEKK2 WT-MEK5 98.0, GalR3 antag 11.0, FID counter -3.6, MEKK3 PB1 HTS 97.0, MEKK2 mut-MEK5 0.0 and CRFR2-BP ag -2.3.
Screening CC1(NC(=O)Nc2cccc3ccccc23)CCS(=O)(=O)C1 (stereo unspecified) returned SUMO HTRF inh -7.0, CRFBP-R2 block 2.0, HCV NS3 hel inh -4.5, MEKK2 WT-MEK5 97.0, GalR3 antag -3.7, FID counter -5.1, MEKK3 PB1 HTS 101.0, MEKK2 mut-MEK5 -5.0 and CRFR2-BP ag -0.1.
Screening O=S(=O)(c1ccccc1)N1CCCN(S(=O)(=O)c2ccccc2)CC1 returned SUMO HTRF inh 17.7, CRFBP-R2 block -2.8, HCV NS3 hel inh -0.2, MEKK2 WT-MEK5 99.0, GalR3 antag -9.7, FID counter -17.1, MEKK3 PB1 HTS 100.0, MEKK2 mut-MEK5 -4.0 and CRFR2-BP ag 0.1.
